High-throughput results deposited in PubChem BioAssay by several laboratories.
Kir21 inh: Kir2.1 (mouse) channel inhibition | actives 0.85% (n = 310,000) | AID 1672 | P35561 | B-score at 10 µM | HEK293-Kir2.1, FluxOR thallium flux fluorescence; active compounds read low;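 active means fluorescence ratio B-score at or below minus 3 SD of library scores, with starting-brightness B-score within 2 SD, cut at about -4.2 in these data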;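 further: channel flux triggered by added potassium and thallium sulfate stimulus; B-score of peak minus minimum fluorescence over baseline after thallium stimulus; more negative B-score means stronger Kir2.1 block with less thallium influx; some compounds called inactive have numbers as strong as hits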
Target sequence (P35561 whole entry, looked up): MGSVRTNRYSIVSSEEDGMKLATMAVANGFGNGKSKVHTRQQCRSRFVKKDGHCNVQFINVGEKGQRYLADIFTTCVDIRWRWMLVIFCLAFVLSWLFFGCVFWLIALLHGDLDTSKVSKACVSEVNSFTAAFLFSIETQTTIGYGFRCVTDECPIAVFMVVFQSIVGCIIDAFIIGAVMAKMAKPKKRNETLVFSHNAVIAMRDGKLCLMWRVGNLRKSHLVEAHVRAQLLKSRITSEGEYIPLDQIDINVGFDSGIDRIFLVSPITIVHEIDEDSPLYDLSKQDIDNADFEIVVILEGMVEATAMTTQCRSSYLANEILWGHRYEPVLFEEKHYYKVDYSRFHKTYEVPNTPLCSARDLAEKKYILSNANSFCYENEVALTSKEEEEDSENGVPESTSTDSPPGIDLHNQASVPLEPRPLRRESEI
STK33 inh: inhibitors of human STK33 kinase. actives 0.073% (n = 320,000). Q9BYT3. purified STK33, MBP phosphorylation, ADP-Glo luminescence. AID 2661. inhibition, % at 10 µM;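 active means inhibition at or above 25%, using the most active replicate where run in duplicate; inactive means inhibition below 25%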
Target sequence (Q9BYT3 whole entry, looked up): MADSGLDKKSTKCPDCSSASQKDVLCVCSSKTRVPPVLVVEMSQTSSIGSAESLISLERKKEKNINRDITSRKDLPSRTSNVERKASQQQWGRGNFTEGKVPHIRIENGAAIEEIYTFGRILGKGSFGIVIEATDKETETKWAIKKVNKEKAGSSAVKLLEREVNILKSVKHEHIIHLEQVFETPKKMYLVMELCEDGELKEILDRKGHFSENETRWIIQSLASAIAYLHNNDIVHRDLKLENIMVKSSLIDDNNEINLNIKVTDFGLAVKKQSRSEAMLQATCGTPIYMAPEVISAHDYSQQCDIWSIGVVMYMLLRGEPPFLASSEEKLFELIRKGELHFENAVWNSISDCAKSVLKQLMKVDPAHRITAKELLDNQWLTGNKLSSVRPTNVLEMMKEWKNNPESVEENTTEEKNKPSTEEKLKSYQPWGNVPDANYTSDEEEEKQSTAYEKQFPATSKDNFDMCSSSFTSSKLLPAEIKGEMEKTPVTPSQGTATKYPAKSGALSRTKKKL
* = called active by the depositor; . = no result given. The order is random. Share with any hit: about 0.84%.

mol | Kir21 inh | STK33 inh
Cc1ccc(C)c(C(=O)N2CCC(n3nccc3NC(=O)C3CC3)CC2)c1 | -0.14 | -4.0
COc1cc2c(cc1OC)C(c1ccccc1)=NCC2 | -0.78 | -1.3
COc1ccccc1CC(=O)c1ccc(OCc2ccccc2)cc1 | -0.76 | 0.2
CCCNC(=O)COC(=O)c1ccc(Cl)c(S(=O)(=O)N2CCCC2)c1 | -0.51 | 0.1
O=C(CN1C(=O)S/C(=C\c2ccc(Cl)cc2)C1=O)NNC(=O)c1ccccc1O | 0.35 | -1.0
C/C(CC(=O)Nc1cccnc1)=N/NC(=O)COc1ccc(Cl)cc1Br | 1.33 | -1.0
O=C(NCCCn1cccn1)C1CCC(=O)N(CCc2ccccc2)C1 (stereo not given) | 0.08 | 2.1
Cc1ccc(-c2c(C(=O)Nc3ccccc3C)c(C)[nH]c(=S)c2C#N)o1 | 0.17 | -0.6
COC(=O)c1cc(OC)c(OC)cc1NC(=O)CCc1ccc(C)o1 | -0.13 | -2.7
Cc1c(C(=O)OCC2CCCO2)[nH]c2c1C(=O)CC(c1ccc(N(C)C)cc1)C2 (stereo not given) | -0.1 | -0.1
CCn1nc(C)c(/C=N/NC(=O)Cn2nnc(N)n2)c1C | -0.25 | -19.3
COc1cc(Cl)c(C)cc1NC(=O)[C@@H]1CCCN1C(=O)c1cccs1 | -0.41 | -0.6
NS(=O)(=O)c1cccc(NC(=O)CSc2nnc3n2CCCCC3)c1 | . | -1.3
Cc1cc(/C(N)=N/OC(=O)c2cccc(Cl)c2)no1 | -0.02 | 0.0
CCOc1ccc(NS(=O)(=O)c2ccc(C(=O)NCC(c3ccc(OC)cc3)N3CCCC3)cc2)cc1 (stereo not given) | -0.24 | 0.0
CCCCc1nc(SCCN2CCOCC2)c2c(=O)n(C)c(=O)n(C)c2n1 | -0.02 | -2.7
CC(=O)Nc1ccc2c(c1)N(C(=O)CN(C)C)c1ccccc1CC2 | 0.87 | 0.2
O=C(OCC(=O)N1CCCc2ccccc21)c1ccc(Cl)nc1 | -0.76 | -0.6
Cc1ccc(/C=N/N2CCN(c3ccccn3)CC2)cc1 | 1.08 | -1.1
C=CC[N+]1(CC=C)CCOCC1 | 1.42 | 1.1
Cn1c(N)c(C(=O)COC(=O)C2CCCC2)c(=O)n(C)c1=O | 2.09 | 0.1
COc1ccc(OC)c(C(=O)c2coc3ccc(OC(C)=O)cc23)c1 | -1.53 | 0.0
N#Cc1ccc(Cl)cc1NC(=O)COC(=O)c1ccc2c(c1)OCCO2 | -1.12 | -0.5
CC(Sc1nc2nn(-c3ccccc3)c(=O)c-2c2n1CCCCC2)C(N)=O (stereo not given) | 1.77 | .
COc1cc(C(=O)NNC(=S)NC(=O)/C=C/c2ccccc2)cc(OC)c1OC | 1.1 | -15.7

Single records, from the list above. Screens in order: Kir21 inh	STK33 inh
O=C(OCC(=O)N1CCCc2ccccc21)c1ccc(Cl)nc1 is entered as -0.76	-0.6
COc1ccccc1CC(=O)c1ccc(OCc2ccccc2)cc1 is entered as -0.76	0.2
Cc1ccc(/C=N/N2CCN(c3ccccn3)CC2)cc1 is entered as 1.08	-1.1

More entries follow.
mol | Kir21 inh | STK33 inh
CC1CC(C)(C)NC(=S)N1CC(=O)N1CCN(Cc2ccccc2)CC1 (stereo not given) | -0.34 | -1.2
COc1ccc(C(=O)NNC(=S)Nc2ccccc2)cc1 | 1.34 | -0.3
O=C(NCCC1=CCCCC1)C1CCN(S(=O)(=O)c2cnc[nH]2)CC1 | 0.72 | -1.9
COc1cccc(C(=O)CN(C(=O)c2ccc(Cl)c(Cl)c2)N2C(=O)c3ccccc3C2=O)c1 | -0.49 | -0.3
CCc1ccc(NC(=O)NCCN2CCCCC2)cc1 | 0.06 | -0.5
CCNS(=O)(=O)c1ccc(CCC(=O)N2CCN(c3cccc(Cl)c3)CC2)cc1 | 0.01 | -0.9
O=C(COc1ccccc1F)Nc1nnc(-c2ccncc2)s1 | 0.67 | 1.5
O=C(Oc1ccnc2cc(Cl)ccc12)N1CCOCC1 | -0.61 | -1.5
O=S(=O)(NC(=NCCc1ccc(Cl)cc1)c1ccccc1Cl)c1cccs1 | -2.62 | -0.3
Cc1ccc(NC(=O)C2Oc3ccccc3OC2C)cc1 (stereo not given) | 0.46 | -3.6
CC(C)=CCc1cc(-c2oc3cc(O)cc(O)c3c(=O)c2O)ccc1O | 0.58 | 6.2
O=C(CSc1nnc(COc2ccccc2)o1)N1CCN(c2ccccc2)CC1 | 0.63 | 0.4
CC(C)Cn1c(-c2ccco2)csc1=Nc1cccnc1 | -0.44 | 1.1
O=C(O)c1ccccc1-c1nnc2c(Cl)cc(C(F)(F)F)cn12 | -1.23 | -0.3
CN(Cc1ccco1)C(=O)c1cc2c(s1)-c1ccc(Cl)cc1S(=O)(=O)C2 | -0.33 | 1.4
Cc1csc(NC(=O)Cc2ccc(F)cc2)n1 | -0.3 | -0.3
N=c1c(S(=O)(=O)c2ccc(Br)cc2)cc2c(=O)n3ccccc3nc2n1C1CCCCC1 | 1.18 | 0.8
CCC(C)NS(=O)(=O)c1ccc(OCC(=O)Nc2ccc3c(c2)OCCO3)cc1 (stereo not given) | -2.46 | -1.5
Cc1[nH]nc2oc(=O)c(CCO)c(C)c12 | 1.12 | -1.4
CCOC(CNC(=O)C(=O)Nc1cc2c3c(c1)CCN3C(=O)CC2)OCC | -3.16 | 5.8
Cc1onc(-c2ccccc2)c1C(=O)NNC(=O)c1ccccc1O | -0.12 | -0.2
Cc1c(Br)c([N+](=O)[O-])nn1CC(=O)N1CCN(Cc2ccccc2)CC1 | 0.97 | -2.0
Cc1cc(C)cc(OCC(=O)OCC(=O)N2CCc3ccccc32)c1 | 0.02 | 0.8
C/C(CC(=O)Nc1ccccc1-c1ccccc1)=N\NC(=O)COc1ccc(C)cc1Br | -0.67 | -1.2
Cn1c(CNC(=O)CNS(=O)(=O)c2ccc(Br)cc2)cc(=O)n(C)c1=O | 1.34 | -0.2

Following part.
mol | Kir21 inh | STK33 inh
O=C(OCC(=O)N1CCCc2ccccc21)c1cccc(C(F)(F)F)c1 | 0.01 | -1.2
Cc1ccc(S(=O)(=O)CCC(=O)OCc2cc(C)ccc2C)cc1 | 0.05 | -1.0
CCN(CCCNC(=O)COc1cc(=O)n(CC)c2ccccc12)c1ccccc1 | 0.13 | 1.1
COc1ccc(NC(=S)N(CCN2CCOCC2)Cc2ccccc2F)cc1 | 0.09 | 0.6
CC1=Nc2cc(C(=O)N3CCCC3)ccc2Sc2c(C)ccc(C)c21 | 0.18 | 0.2
O=C(COc1ccc(-c2nnco2)cc1)NCc1ccccc1Cl | 0.45 | 3.4
COc1ccc(NC(=S)Nc2ccc3cn[nH]c3c2)cc1 | 0.94 | 39.1*
COc1ccc(Cc2nc3ccc(C(=O)N(C)CCO)cc3o2)cc1 | 1.85 | 0.5
O=[N+]([O-])c1cccc(-c2noc(-c3cccs3)n2)c1 | -0.71 | -2.6
COc1ccc(C2(O)CCN(CC(=O)Nc3nc(-c4ccccc4)cs3)CC2)cc1 | 2.21 | -1.2
Nc1ncc(Br)cc1S(=O)(=O)NCCC(=O)NC1CCCCC1 | 0.63 | 1.0
COc1ccc(CNC(=O)CN(Cc2ccco2)C(=O)CCC(=O)Nc2ccccn2)cc1 | 0.35 | -0.1
C[C@@H]1CN=C2N(CCNC(=O)CCC3CCCCC3)[C@H](Cc3ccc(O)cc3)CN21 | -1.64 | -1.1
CC(=O)N1CCc2cc(C(=O)CN3CCCN(Cc4ccc(F)cc4)C3)ccc21 | -0.78 | 0.1
CCC(C)NC(=O)C1CCN(S(=O)(=O)c2cccs2)CC1 (stereo not given) | 1.7 | 0.5
O=C(Cn1cnc2scc(-c3cccc([N+](=O)[O-])c3)c2c1=O)NCc1ccco1 | -0.49 | -0.8
CC(CCc1ccccc1)NC(=O)CN(C)Cc1ccccc1F (stereo not given) | -0.38 | 0.4
CC(C)CNC(=O)NC(=O)COC(=O)c1cc(F)cc(F)c1 | 0.01 | -2.4
Cc1ccc(C)c(S(=O)(=O)Nc2ccc(O)c(Sc3ncn[nH]3)c2)c1 | -0.78 | -2.1
O=S(=O)(/N=C(/Nc1ccccn1)c1ccccc1)c1ccc(Cl)cc1 | -2.5 | -2.7
COc1cccc(NC(=O)Cn2cc3c(n2)CCCCC3)c1 | -0.02 | 0.2
CC(=O)c1ccc(NC(=O)N2CCN(c3cccc(Cl)c3)CC2)cc1 | 1.16 | -1.2
COc1ccc(CNC(=O)NC(C)(C)c2cccc(C(C)(C)NC(=O)NCc3ccc(OC)cc3)c2)cc1 | 0.83 | -0.3
CCCCNS(=O)(=O)c1ccc2c(c1)oc(=O)n2CC(=O)OCC | 1.23 | 0.1
c1ccc(-n2c(SCc3nc(-c4cccs4)no3)nnc2-c2ccco2)cc1 | -1.51 | -0.9

3 compounds from above, ordered by number of heavy atoms, rising.
mol | Kir21 inh | STK33 inh
CC(=O)c1ccc(NC(=O)N2CCN(c3cccc(Cl)c3)CC2)cc1 | 1.16 | -1.2
O=C(OCC(=O)N1CCCc2ccccc21)c1cccc(C(F)(F)F)c1 | 0.01 | -1.2
CCN(CCCNC(=O)COc1cc(=O)n(CC)c2ccccc12)c1ccccc1 | 0.13 | 1.1

New compounds follow
mol | Kir21 inh | STK33 inh
O=C(Nc1ccccc1N1CCOCC1)c1cc(Br)c(Br)s1 | 0.42 | -1.2
COc1ccc(NC(=O)c2cn(C)c(=O)c3cc(OC)c(OC)cc23)cc1OC | 0.03 | -0.1
CCc1ccc(NC(=O)COC(=O)c2ccc(Cl)c(S(=O)(=O)N3CCCCCC3)c2)cc1 | 0.03 | 0.9
O=C(C1CCCN1S(=O)(=O)c1cccc2cccnc12)N1CCc2ccccc2C1 (stereo not given) | 0.68 | -1.3
Cc1ccc(-n2nc3c(=O)n(C(C)C(=O)NCc4ccccc4Cl)nc(C)c3c2C)cc1 (stereo not given) | -0.04 | 0.6
Cc1ccc(NC(=S)Nc2ccccn2)c(C)c1 | -0.43 | -0.2
Cc1nn(-c2ccccc2)c(Cl)c1/C=N/Nc1nc2ccccc2n1C | 0.56 | -1.5
O=C(CC(Sc1ccc(Br)cc1)C(=O)O)c1ccc(Br)cc1 (stereo not given) | -0.84 | -0.8
CCOC(=O)c1nn(-c2ccc(F)cc2)c2c1CC/C2=C/c1ccccc1 | -0.04 | -1.7
CSc1ncccc1C(=O)Nc1nc(C(C)(C)C)cs1 | -0.45 | -1.4
O=C(O)CN(c1ccc(F)cc1)S(=O)(=O)c1ccc2c(c1)OCCO2 | -0.48 | -0.9
Cc1ccc2c(n1)sc1c(-c3ccc(Br)cc3)c(C#N)c(N)nc12 | -0.95 | -2.5
CCOC(=O)CCc1c(C)c2c(C)nn(-c3ccccc3)c2[nH]c1=O | -0.49 | -0.6
O=C(O)c1ccn[nH]1 | -0.56 | -0.7
CC(=O)OCC1=C(C(=O)O)N2C(=O)C(NC(=O)C(C)Cn3cc(Cl)cn3)C2SC1 (stereo not given) | 0.77 | -0.6
CCN(CC)CCCNC(=O)c1ccc2c(=O)n(Cc3ccc4c(c3)OCO4)c(=S)[nH]c2c1 | -1.81 | -0.4
CSCCC(NC(=O)c1ccccc1)C(=O)NNC(=O)c1csc(N2CCOCC2)n1 (stereo not given) | 0.16 | -1.1
CC(NC(=O)C1CCC(CNS(=O)(=O)c2ccccc2)CC1)c1ccc2c(c1)OCCO2 (stereo not given) | 0.17 | -0.8
CC(=O)Nc1ccc2nc(NC(=O)CCc3ccccc3)sc2c1 | -1.69 | 0.4
O=C(NCCCN1CCN(CCCNC(=O)c2cccc([N+](=O)[O-])c2)CC1)c1cccc([N+](=O)[O-])c1 | 1.52 | 0.6
CCn1cc(C(=O)O)c(=O)c2cc(F)c(N3CCN(C(=S)NC(=O)c4cc(OC)cc(OC)c4)CC3)cc21 | 0.97 | -0.6
COc1ccc(C(=O)NCCOc2ccccc2Cl)c(OC)c1OC | 1.16 | -0.5
CCOc1ccc(-c2ccc(SCC(=O)NCC3CCCO3)nn2)cc1 (stereo not given) | 0.53 | -0.2
Cc1nn(-c2c(Cl)cc(Cl)cc2Cl)c(=O)c2ccccc12 | 0.2 | -16.4
CCOc1ccccc1N1CCN(C(=O)c2ccccc2SCC(=O)N2CCCC2)CC1 | 0.96 | -0.5

Next structures
mol | Kir21 inh | STK33 inh
O=C(CSc1nnc(-c2ccc(F)cc2)c2ccccc12)Nc1cccc(Cl)c1 | -1.76 | -2.4
COc1cccc(NC(=S)N/N=C2/CCCCc3ccccc32)c1 | -0.28 | .
CC(=O)c1cccc(NC(=O)CSc2nc(=O)n(CCN3CCOCC3)c3c2CCC3)c1 | 1.43 | -0.8
Clc1ccc(C(c2ccccc2)N2CCN(c3ccccn3)CC2)cc1 (stereo not given) | -1.94 | -0.7
O=C(c1ccc(C(=O)N2CCCc3ccccc32)nc1)N1CCCc2ccccc21 | 1.48 | -1.4
CN(CC(=O)Nc1ccc(F)cc1)CC(=O)NC1CCCCC1 | . | 0.4
Cc1ccc2sc(NC(=O)c3cccc(N4C(=O)CCC4=O)c3)nc2c1C | 1.55 | -1.7
CC1(C)C(=O)NCCN1C(=O)CC1C(=O)NCCN1Cc1cccc(C(F)(F)F)c1 (stereo not given) | 0.07 | .
CC1(c2nnc(-c3cccc(Cl)c3)o2)CC(c2ccc(Br)cc2)=NO1 (stereo not given) | -0.79 | -0.6
COc1ccc(S(=O)(=O)Nc2ccc(-n3cccc3)cc2)cc1 | -1.01 | 0.0
CCn1c2ccccc2c2cc(NC(=O)c3coc(=O)c(Br)c3)ccc21 | -1.32 | 0.6
Cc1ccc(-c2nn(-c3ccccc3)cc2/C=N/O)cc1 | 0.51 | 3.3
CCn1c(=N)n(CCOc2ccc(OC)cc2)c2ccccc21 | -0.51 | -0.1
COC(=O)CCN(C(=O)C12CC3CC(CC(C3)C1)C2)c1ccccn1 | -1 | 0.1
CC1=CCC2C(=O)N(c3ccc4ccccc4n3)C(=O)C2C1 (stereo not given) | 1.7 | -0.7
